# Peg3 promoter: Peg3 promoter-driven luciferase inhibitors, primary screen, cell-based, HeLa, luciferase luminescence; HeLa PEG-Prom luciferase reporter, overnight; inhibition, % at 20 µM; actives 1.7% (n = 360,000);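 active means inhibition of at least 50% at 20 µM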
# HIF-2a inh: HIF-2a reporter inhibitors, primary screen, luminescence, 786-0 RCC cells; 786-0 RCC cells HIF-2a reporter, luciferase luminescence, overnight; inhibition, % at 18.8 µM; actives 0.72% (n = 360,000);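 active means inhibition of the luminescence signal of 40% or more relative to plate controls, in a single-dose primary screen at 18.75 µM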
# Vif inh: HIV Vif self-association inhibitors, primary screen, imaging, HEK293T, single point; HEK293T cells, Vif self-association by quenched fluorescence, 24 h; inhibition, % at 7.49 µM; actives 0.35% (n = 340,000); in the data active means inhibition above about 50%, passing the limit was not always enough; further: some results filed as inactive read as strong as hits
# PDI turbidity: inhibitors of human PDI, primary screen, biochemical, turbidity, single point, plate reader; inhibition, % at 10 µM; AID 588391, 2011; PDI insulin aggregation turbidity, A650, 90 min; actives 0.052% (n = 350,000);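 active means mean inhibition across replicates of 30% or more, whatever share of single replicates reach that level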;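 further: absorbance from insulin aggregation driven by PDI reduction with DTT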
# Target sequence (P07237 whole entry, looked up): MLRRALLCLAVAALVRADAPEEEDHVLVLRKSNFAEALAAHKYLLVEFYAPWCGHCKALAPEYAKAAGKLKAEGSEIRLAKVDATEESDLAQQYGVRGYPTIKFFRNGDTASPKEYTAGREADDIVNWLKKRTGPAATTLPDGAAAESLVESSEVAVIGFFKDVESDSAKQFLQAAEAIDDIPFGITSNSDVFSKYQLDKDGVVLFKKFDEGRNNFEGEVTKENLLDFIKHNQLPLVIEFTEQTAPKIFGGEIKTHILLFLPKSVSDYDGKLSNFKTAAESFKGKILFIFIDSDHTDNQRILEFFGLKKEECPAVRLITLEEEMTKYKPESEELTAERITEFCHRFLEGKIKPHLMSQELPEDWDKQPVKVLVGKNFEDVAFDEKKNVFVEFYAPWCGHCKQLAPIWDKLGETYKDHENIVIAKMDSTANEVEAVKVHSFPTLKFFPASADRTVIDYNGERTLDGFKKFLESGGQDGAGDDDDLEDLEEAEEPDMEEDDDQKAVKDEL
# NR2E3 ag-1: inhibitors of NR2E3-RetCOR corepressor binding, primary screen, NR2E3 agonist project, biochemical, TR-FRET, GST-NR2E3, biotin-RetCOR; Photoreceptor-specific nuclear receptor (Homo sapiens), Q9Y5X4; 1536-well; inhibition of corepressor binding, % at 4.78 µM; actives 0.12% (n = 320,000); AID 2300, 2010;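 active means percent inhibition above the cutoff of mean plus 3 SD of all tested compounds, set per screening campaign, cut at about 20% in these data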;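 further: 0% = DMSO wells and 100% = biotin wells as full block of FRET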
# Target sequence (Q9Y5X4 whole entry, looked up): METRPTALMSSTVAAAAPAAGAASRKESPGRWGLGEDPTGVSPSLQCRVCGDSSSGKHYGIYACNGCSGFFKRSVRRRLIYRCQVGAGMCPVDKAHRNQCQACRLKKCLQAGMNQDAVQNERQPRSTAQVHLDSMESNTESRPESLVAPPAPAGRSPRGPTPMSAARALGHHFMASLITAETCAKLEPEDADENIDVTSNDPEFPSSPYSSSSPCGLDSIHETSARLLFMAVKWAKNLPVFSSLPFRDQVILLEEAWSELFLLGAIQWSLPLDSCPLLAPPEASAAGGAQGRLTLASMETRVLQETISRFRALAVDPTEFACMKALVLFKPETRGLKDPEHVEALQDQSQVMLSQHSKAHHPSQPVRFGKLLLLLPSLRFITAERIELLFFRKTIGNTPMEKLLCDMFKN
#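 system = GST-tagged NR2E3 plus biotinylated RetCOR corepressor | input = 1.35 nM GST-NR2E3 | also added = 7 nM biotin-RetCOR | schedule = 5 h incubation at 4 °C | measured by = TR-FRET with europium anti-GST and streptavidin-D2, 340 nm excitation | read-out = percent loss of FRET ratio relative to control wells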
# Exocytosis inh: LAMP-1 surface exposure blockers, TALL-104 cells – cell-based, flow cytometry, MLPCN library, primary screen; AID 651702, 2012; actives 0.66% (n = 360,000); inhibition, % at 10 µM; TALL-104 LAMP-1 surface exposure; cells stimulated with thapsigargin and PMA;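 active means inhibition above about 55%, limit read from the data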
# aDG glyco up: activators of alpha-DG glycosylation, primary screen, uHTS, Pro5-aDG cells, AlphaScreen; activation, % at 10 µM; alpha-DG glycosylation AlphaScreen (IIH6); 0% Pro5, 100% B10-LARGE cell signal; actives 0.22% (n = 360,000); AID 624168, 2012;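 active means activation of at least 8% versus controls, or a plate z-score of at least 8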;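 further: Pro5 are CHO cells carrying HIG-tagged alpha-DG that lacks glycosylation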
# NR2E3 ag-2: NR2E3 agonists in two-hybrid cells, primary screen, cell-based, luminescence, CHO-S, Gal4-NCOR/VP16-NR2E3. inhibition of corepressor binding, % at 3.98 µM. actives 0.35% (n = 360,000). AID 602229, 2012. luciferase;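 active means inhibition above the mean of all tested compounds plus 3 SD, cut at about 70% in these data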;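 further: 0% = DMSO with NR2E3 transfected cells and 100% = cells lacking NR2E3 construct; higher means lower luciferase signal from less NR2E3 corepressor binding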
# MITF TRPM1 inh: inhibitors of MITF-dependent TRPM1 promoter reporter, primary screen, cell-based, SK-MEL-5, single point, luciferase; SK-MEL-5 TRPM1 promoter luciferase, 24 h; actives 0.83% (n = 330,000); AID 488899, 2010; inhibition, % at 12.5 µM;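 active means mean inhibition across replicates of 60% or more, whatever share of single replicates reaches that level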; further: values of inactives mirror those of a sister screen read the other way
# CaV13 FRET inh: Primary screen for inhibitors of IQ motif and Ca2+-dependent inactivation inhibitor domain binding in CACNA1D, Förster resonance energy transfer in living cells, …. HEK cells, CFP/YFP FRET ICDI-IQ, plate reader, 10 min; percent FRET-ratio fall versus neutral wells. inhibition, % at 12.3 µM. actives 0.098% (n = 340,000). AID 743397;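 active means mean replicate inhibition of at least 30% and at least 1% of replicates passing that level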;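 further: 0% = median of the neutral control wells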
# iPSC survival up: enhancers of single-cell hiPSC survival, primary screen, ATPlite luminescence | 100% = ROCK inhibitor wells, 0% = DMSO | survival enhancement, % at 20 µM | actives 0.044% (n = 360,000) | AID 602274, 2012; in the data active means survival enhancement above about 18%;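 further: cells exposed to compounds for 16 hours before the ATP read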
# Starred values were filed as active, the others as inactive; x = not tested or not shown.
SMILES,Peg3 promoter,HIF-2a inh,Vif inh,PDI turbidity,NR2E3 ag-1,Exocytosis inh,aDG glyco up,NR2E3 ag-2,MITF TRPM1 inh,CaV13 FRET inh,iPSC survival up
COc1ccc(NC(=O)CN(c2ccc(OC)cc2)S(=O)(=O)c2c(C)nn(C)c2C)cc1,18,6,3,-5,0,-3,2.2,-9,-6,-3,-0.3
COc1ccc(N2C(=O)CSC23C(=O)N2c4c(cccc43)C(C)=CC2(C)C)cc1 (stereo unspecified),19,28,-9,8,-3,10,-0.2,-2,-3,-7,-0.1
Cc1n(C)c2cc(Cl)ccc2[n+]1Cc1ccccc1,5,2,16,4,0,-1,0.4,4,6,-6,-0.2
O=C(Oc1ccc(-c2nnco2)cc1)c1ccc(Br)o1,3,7,3,1,1,-2,-0.2,1,5,-5,-0.4
CCN1CCCC1CNC(=O)c1cc2c(-c3ccc(Cl)cc3)nn(C)c2s1 (stereo unspecified),32,19,-7,-1,-1,2,0.3,16,-12,x,-4.6
CCN(CCCCCN(C)C)Cc1cc2ccccc2o1,-1,19,0,-12,0,-1,-0.1,3,3,-3,-1.8
Fc1cccc(Cl)c1Cn1nnc(-c2ccc3c(c2)OCO3)n1,-240,-218,-9,1,1,0,1.0,-97,-73,x,-5.4
CC(C)OC(=O)NC(Nc1ccccc1C(=O)O)(C(F)(F)F)C(F)(F)F,-2,4,0,3,1,2,0.0,-2,11,-16,-0.6
Cc1ccc(NC(=O)CCc2c(C)nn(-c3ccc(N4CCOCC4)nn3)c2C)cc1F,-143,-177,-9,4,7,2,-0.1,-54,-56,-4,-0.3
COc1cccc(C2CCCN2Cc2nc(-c3cnccn3)no2)c1 (stereo unspecified),7,6,-3,7,-1,-1,-0.1,-11,0,-6,-0.3
O=C(c1cccc(Br)c1)N1CCN(c2cnn(-c3ccccc3)c(=O)c2Cl)CC1,18,6,-5,-4,2,5,1.1,18,11,0,-2.0
COc1ccc(C2/C(=C(/O)c3ccccc3)C(=O)C(=O)N2CCN2CCOCC2)c(OC)c1 (stereo unspecified),-2,-4,-4,1,1,-2,0.2,-45,3,-3,-0.5
CC(O)CC(C(=O)NNc1ccccc1)C(=O)NNc1ccccc1 (stereo unspecified),12,8,4,-6,5,3,1.0,63,9,-4,-0.9
Cc1ccc(SCCC(=O)NC(C(C)C)C(C)C)cc1,11,23,0,-3,-5,-3,0.7,-20,0,3,0.2
CC(NC(=O)c1cccnc1)C(=O)O (stereo unspecified),-3,5,22,23,-2,0,-0.2,3,2,-3,1.3
COc1cc(Cl)c(C)cc1NC(=O)CSc1nc2ccccc2o1,9,4,3,10,-3,1,0.1,-19,10,-3,-3.5
COC(c1ccccc1)c1nnc(CCC(=O)N(C)CCOc2ccccc2)o1 (stereo unspecified),-133,-188,6,-2,2,-2,0.3,-64,-43,-4,0.9
Cc1c(NC(=O)c2cnn3c2NC(c2ccc(Br)cc2)CC3C(F)(F)F)c(=O)n(-c2ccccc2)n1C (stereo unspecified),22,9,0,4,3,-2,0.0,4,5,-4,0.0
CCn1c(CN2CCN(C(=O)c3ccco3)CC2)nc2c1c(=O)n(C)c(=O)n2C,14,13,-5,3,0,0,0.0,4,8,-6,1.2
COc1ccc(Nc2nc(-c3cc4cccc(OC)c4oc3=O)cs2)cc1,-26,-145,x,-30,-2,0,-0.2,-22,-16,-4,-1.6
O=C(NCC(=O)N1CCCCC1)c1ccc(Cl)cc1Cl,-167,-152,x,8,-1,-2,0.0,-60,-60,x,-1.2
O=C(c1ccccc1)N1N=C(c2ccc(F)cc2)CC1c1ccc(F)cc1 (stereo unspecified),3,14,1,0,x,-6,-0.1,-7,-5,-2,1.9
CCOc1ccc(S(=O)(=O)NN2Cc3ccccc3C2=N)cc1,6,13,12,0,2,-1,-0.1,-10,10,-6,-2.4
Cc1c(Cl)cccc1NC(=O)NNC(=O)CCc1ccccc1,-5,-1,-3,-6,1,-1,0.2,8,1,x,1.3
COc1ccc(S(=O)(=O)/C(C#N)=C/Nc2cccc(F)c2)cc1,-1,12,-6,-3,3,-4,0.1,13,-6,-20,-0.6
# The list goes on:
SMILES,Peg3 promoter,HIF-2a inh,Vif inh,PDI turbidity,NR2E3 ag-1,Exocytosis inh,aDG glyco up,NR2E3 ag-2,MITF TRPM1 inh,CaV13 FRET inh,iPSC survival up
Cc1ccc(S(=O)(=O)Nc2ccc(S(=O)(=O)Nc3cc(C)nc(C)n3)cc2)cc1,15,12,-1,-6,-1,2,-0.3,1,6,0,2.3
COc1ccc(OC(C)C(=O)NCc2cccnc2)cc1 (stereo unspecified),11,10,12,1,2,1,-0.1,1,12,x,-0.2
Nc1nc2c(ncn2[C@@H]2O[C@H](CNS(=O)(=O)N3CCCC3)[C@@H](O)[C@H]2O)c(=O)[nH]1,2,-5,x,x,x,2,0.0,21,x,-3,-1.3
O=C(COC(=O)CC1CC2CCC1C2)Nc1cc([N+](=O)[O-])ccc1F (stereo unspecified),19,10,-13,15,2,0,0.1,-1,4,-13,0.1
COc1ccc(NC(=O)COc2ccccc2)c(OC)c1,-110,-245,-16,1,2,-2,0.1,-17,-63,-6,-2.3
Cc1ccc(C(=O)N2CCN(c3ccc(NC(=O)c4ccc(Br)o4)cc3)CC2)cc1,20,9,-29,0,1,1,3.8,24,9,x,-1.3
N/C(=N\OC(=O)c1cccc(Cl)c1)c1ccncc1,-138,-154,0,-8,1,4,0.1,-33,-44,6,-0.6
COc1ccc(Cl)cc1NC(=O)NC(C)C(C)(C)C (stereo unspecified),7,21,-10,-9,1,0,-0.1,-1,13,-5,1.6
COc1ccc(/C=N/NC(=O)c2cc(C(C)(C)C)[nH]n2)cc1COc1ccc(F)cc1F,19,-5,-2,9,-1,20,0.3,9,-6,3,-0.6
CCOC(=O)c1sc(NC(=O)C(OC(C)=O)c2ccccc2)nc1C (stereo unspecified),-70,-39,-27,3,-2,-3,0.0,-32,-9,-3,-0.9
COc1ccc(OC)c(/C(O)=C/C(=O)C(=O)Nc2cc(C)ccc2OC)c1,-4,15,61*,-9,-2,0,0.0,3,-6,-6,-2.7
O=c1c2cnn(-c3ccccc3)c2nnn1Cc1ccccn1,-3,-17,21,-4,1,-2,0.0,-2,9,-4,-1.1
O=C(COC(=O)CNC(=O)C12CC3CC(CC(C3)C1)C2)Nc1ccccc1,14,2,2,-2,3,2,0.1,-9,1,-4,2.7
N/C(=N\OC(=O)CC(c1ccccc1)c1ccccc1)c1cccnc1,32,1,-1,-1,-2,2,0.1,6,x,-8,4.3
CC(=O)N1CC=CC1(CC(C)C)C(=O)NCCN1CCOCC1 (stereo unspecified),-86,-114,-4,-3,5,-2,-0.1,-36,-30,-7,3.2
CN(N=Cc1ccc([N+](=O)[O-])cc1)c1ccccn1,-309,-291,14,-8,x,0,-0.1,-125,x,-3,-0.6
NS(=O)(=O)c1cc2c(cc1Cl)NC(c1ccccc1OCC(=O)O)NS2(=O)=O (stereo unspecified),13,15,6,3,3,-6,-0.1,-24,-3,-4,1.5
O=C(CSc1nc2scc(-c3cccs3)c2c(=O)n1CCc1ccccc1)N1CCCC1,-11,-3,12,-3,x,-2,0.2,-14,-8,-4,-0.4
Cn1c2c(c(=O)n(C)c1=O)CN(CCCN1CCOCC1)CN2,6,14,-4,-5,-2,-3,0.1,-11,6,-9,7.4
O=C1C(Cl)=C(NCC2CCCO2)C(=O)N1CCc1ccccc1 (stereo unspecified),-241,-159,19,1,3,3,0.1,-143,-73,-8,1.3
CSc1ccccc1NC(=O)C(=O)c1c[nH]c2ccccc12,-168,-286,-14,6,0,1,-0.1,-45,-36,-3,-0.2
S=C(NCC1CCCO1)Nc1cc(Cl)c(Cl)cc1Cl (stereo unspecified),-7,-37,0,2,0,8,0.3,1,-8,7,-0.3
CCCNC(=O)c1onc(CSc2ccc(F)cc2)c1C(=O)NCCOC,1,20,1,-2,3,6,0.0,-53,-7,-10,0.5
c1cncc(-c2nnc3n2N=C(c2cccs2)CS3)c1,-1,18,x,1,0,-1,-0.1,1,-18,-5,9.8

# In a second layout: entries from further up.
# Values run as follows: Peg3 promoter | HIF-2a inh | Vif inh | PDI turbidity | NR2E3 ag-1 | Exocytosis inh | aDG glyco up | NR2E3 ag-2 | MITF TRPM1 inh | CaV13 FRET inh | iPSC survival up
CCOC(=O)c1sc(NC(=O)C(OC(C)=O)c2ccccc2)nc1C (stereo unspecified)
    -70 | -39 | -27 | 3 | -2 | -3 | 0.0 | -32 | -9 | -3 | -0.9
COc1ccc(OC)c(/C(O)=C/C(=O)C(=O)Nc2cc(C)ccc2OC)c1
    -4 | 15 | 61* | -9 | -2 | 0 | 0.0 | 3 | -6 | -6 | -2.7
O=c1c2cnn(-c3ccccc3)c2nnn1Cc1ccccn1
    -3 | -17 | 21 | -4 | 1 | -2 | 0.0 | -2 | 9 | -4 | -1.1
O=C(COC(=O)CNC(=O)C12CC3CC(CC(C3)C1)C2)Nc1ccccc1
    14 | 2 | 2 | -2 | 3 | 2 | 0.1 | -9 | 1 | -4 | 2.7
N/C(=N\OC(=O)CC(c1ccccc1)c1ccccc1)c1cccnc1
    32 | 1 | -1 | -1 | -2 | 2 | 0.1 | 6 | x | -8 | 4.3
CC(=O)N1CC=CC1(CC(C)C)C(=O)NCCN1CCOCC1 (stereo unspecified)
    -86 | -114 | -4 | -3 | 5 | -2 | -0.1 | -36 | -30 | -7 | 3.2
CN(N=Cc1ccc([N+](=O)[O-])cc1)c1ccccn1
    -309 | -291 | 14 | -8 | x | 0 | -0.1 | -125 | x | -3 | -0.6
NS(=O)(=O)c1cc2c(cc1Cl)NC(c1ccccc1OCC(=O)O)NS2(=O)=O (stereo unspecified)
    13 | 15 | 6 | 3 | 3 | -6 | -0.1 | -24 | -3 | -4 | 1.5
O=C(CSc1nc2scc(-c3cccs3)c2c(=O)n1CCc1ccccc1)N1CCCC1
    -11 | -3 | 12 | -3 | x | -2 | 0.2 | -14 | -8 | -4 | -0.4
Cn1c2c(c(=O)n(C)c1=O)CN(CCCN1CCOCC1)CN2
    6 | 14 | -4 | -5 | -2 | -3 | 0.1 | -11 | 6 | -9 | 7.4
O=C1C(Cl)=C(NCC2CCCO2)C(=O)N1CCc1ccccc1 (stereo unspecified)
    -241 | -159 | 19 | 1 | 3 | 3 | 0.1 | -143 | -73 | -8 | 1.3

# Source: PubChem BioAssay
